ARNT-TACC3 inh = ARNT/TACC3 interaction disruption; AlphaScreen His-ARNT PAS-B/GST-TACC3 binding, luminescence; TACC3 fragment carries E629A point mutation; Q9Y6A5; 0.66% of 390,000 active; inhibition, % at 9.99 µM;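 active = mean inhibition of replicates at least 50% and at least half of replicates each reaching 50%; inconclusive = half or more replicates reach 50% but mean below 50%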;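 also: 0% = complete ARNT plus TACC3 wells and 100% = ARNT alone without TACC3; many hits fall short of the cut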
SIRT5 block = blocks human SIRT5 desuccinylation of peptide; Q9NXA8; Purified SirT5, succinyl-peptide AMC, trypsin-coupled fluorescence; inhibition, % at 15 µM; 1.1% of 330,000 active; in the data active = inhibition above about 15%; inconclusive = no clear call, values can overlap the other calls
Target sequence (Q9NXA8 whole entry, looked up): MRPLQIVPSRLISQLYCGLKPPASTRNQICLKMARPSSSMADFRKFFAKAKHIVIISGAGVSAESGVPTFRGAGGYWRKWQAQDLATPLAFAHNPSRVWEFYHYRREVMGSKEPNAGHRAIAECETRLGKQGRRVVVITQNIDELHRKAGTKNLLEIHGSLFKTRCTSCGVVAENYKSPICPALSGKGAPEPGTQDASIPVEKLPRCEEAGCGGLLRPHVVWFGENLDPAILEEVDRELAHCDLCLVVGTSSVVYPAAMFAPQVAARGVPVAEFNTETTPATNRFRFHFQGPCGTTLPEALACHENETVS
ERp5 inh = ERp5 (human) disulfide isomerase inhibition; AID 651711; 0.05% of 350,000 active; Q15084; ERp5 insulin aggregation, absorbance 650 nm, 90 min; inhibition, % at 9.99 µM;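 active = mean replicate inhibition above about 25%, with every replicate also reaching it, limit read from the data, passing the limit was not always enough; inconclusive = only one of those two criteria met; inactive = neither criterion met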
Target sequence (Q15084 whole entry, looked up): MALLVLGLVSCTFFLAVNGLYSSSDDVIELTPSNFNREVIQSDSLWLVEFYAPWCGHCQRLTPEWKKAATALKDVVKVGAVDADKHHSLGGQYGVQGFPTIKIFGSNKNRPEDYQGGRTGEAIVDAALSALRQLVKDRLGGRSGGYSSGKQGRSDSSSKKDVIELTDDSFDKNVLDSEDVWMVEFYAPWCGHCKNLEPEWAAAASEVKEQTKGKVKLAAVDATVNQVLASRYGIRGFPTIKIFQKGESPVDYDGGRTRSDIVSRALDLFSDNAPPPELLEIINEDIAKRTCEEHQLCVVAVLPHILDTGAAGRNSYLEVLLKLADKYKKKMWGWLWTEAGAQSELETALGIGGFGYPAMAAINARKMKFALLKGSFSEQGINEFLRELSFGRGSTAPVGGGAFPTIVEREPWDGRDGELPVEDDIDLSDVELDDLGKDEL
miR122 inh = blocks miR-122 activity in Huh7 sensor cells; Huh7 miR-122 Renilla luciferase sensor, 48 h; neutral wells = 0, positive control = 100; activation (reporter increase), % at 12.5 µM; 0.3% of 340,000 active;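 active = mean replicate activation score at least 90 and every replicate individually at or above 90; inconclusive = only one of the two criteria met; inactive = neither criterion met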;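 also: higher luciferase means less miR-122 activity so hits act as miR-122 inhibitors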
Cneo AK release = Cryptococcus neoformans lysis via adenylate kinase release; C. neoformans lysis, adenylate kinase release luminescence, 4 h; normalised: neutral wells 0, clomiphene wells 100; lysis activity, % at 15 µM; 0.2% of 360,000 active;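 active = mean lysis activity across replicates of at least 80%, whatever share of replicates individually reach that level; inactive = mean lysis activity below 80%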
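Signal: Adenylate kinase release luminescence | Assay system: Log-phase Cryptococcus neoformans yeast cells | Input: Cells at 5 × 10^6 per mL | Buffer or medium: Fresh YPD growth medium | Compound: Single dose | Schedule: Static 4 h at 37 °C with compound, 1 h detection | Controls: Clomiphene | Read-out: Luminescence rise reflecting yeast cell lysis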
Statin myotox sup = suppression of simvastatin myotoxicity; rescue of ATP level, % at 7.49 µM; C2C12 myotubes + simvastatin, ATP luminescence, 48 h; scaled: DMSO 0, geranylgeraniol control 100; 0.78% of 330,000 active;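 active = mean ATP rescue above about 67%, or every replicate alone reaching that limit, limit read from the data, passing the limit was not always enough; inconclusive = no clear call, values can overlap the other calls; inactive = mean under the limit and some replicate under it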;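 also: myotubes were challenged with 10 µM simvastatin during compound exposure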
esBAF inh = blocks esBAF chromatin remodeling in mouse ES cells | AID 602393 | 2% of 350,000 active | reporter increase, % at 12.5 µM | Bmi1-luciferase knock-in reporter, 24 h; 100% = twice the neutral-well signal; in the data active = activation above about 40%; inconclusive = no clear call, values can overlap the other calls;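 also: 0% = median of the plate's neutral control wells and 100% = double that signal; a rise in the Bmi1 reporter signal indicates esBAF inhibition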
* marks the source's active call; other numbers are inactive results; [ ] = another dose, or the depositor's remark.

O=C(C[C@H]1CC[C@@H](NC(=O)C2CCC2)[C@@H](CO)O1)NCC1CC1 was read as ARNT-TACC3 inh -6, SIRT5 block 7, ERp5 inh -1, miR122 inh 0[16.7 µM], Cneo AK release 0, Statin myotox sup -2 and esBAF inh 2.
`CCN(CC)S(=O)(=O)c1cccc(-c2nnc(SCC(=O)NC3CCCCCC3)n2N)c1` gave ARNT-TACC3 inh 4, miR122 inh 3, Cneo AK release 2, Statin myotox sup -1 and esBAF inh -4.
Cc1ccc2[nH]c(=O)cc(C(=O)OCC(=O)c3ccc(F)cc3)c2c1 was read as ARNT-TACC3 inh -4, SIRT5 block 3, ERp5 inh 3, miR122 inh 0, Cneo AK release -1, Statin myotox sup 7 and esBAF inh -7.
`CC(=O)N1[C@@H]2c3ccc(-c4ccccc4)c(=O)n3C[C@H]1[C@H](CO)[C@H]2C(=O)N1CCCCC1` gave ARNT-TACC3 inh -7, SIRT5 block -33, ERp5 inh -1, miR122 inh 1[16.7 µM], Cneo AK release 0, Statin myotox sup 12 and esBAF inh 0.
`CC(C)c1nnc(NC(=O)c2cccnc2)s1` gave ARNT-TACC3 inh -4, miR122 inh 2 and Cneo AK release 7.
Screening CCOc1ccc(S(=O)(=O)NCCC(=O)NC2CCCCC2)cc1 returned ARNT-TACC3 inh -14, SIRT5 block -2, ERp5 inh 4, miR122 inh 0, Cneo AK release 0, Statin myotox sup -3 and esBAF inh 1.
CCOC(=O)c1c(C(F)(F)F)nc2ncccn12 was read as ARNT-TACC3 inh 4, miR122 inh -2, Cneo AK release 3, Statin myotox sup -2 and esBAF inh -4.
`COC(=O)CSc1nc2c(c(C3CC=CCC3)c1C#N)CCC2` (stereo unspecified) gave ARNT-TACC3 inh -9, miR122 inh -3, Cneo AK release 2, Statin myotox sup 2 and esBAF inh 1.
Screening Cc1cccc(NC(=O)Nc2ccc(Cl)cc2)n1 returned ARNT-TACC3 inh -15, SIRT5 block -1, ERp5 inh 2, miR122 inh 7, Cneo AK release 2, Statin myotox sup 22 and esBAF inh 39.
For CCN(CC)CCNC(=O)C(=O)NCC1OCCN1S(=O)(=O)c1ccc(Cl)cc1 (stereo unspecified) the results were ARNT-TACC3 inh 2, SIRT5 block -1, ERp5 inh 5, miR122 inh -8, Cneo AK release -4, Statin myotox sup 7 and esBAF inh 2.
CCCN1CCC(NC(=O)c2cccc(Oc3ccccc3)c2)CC1 was read as ARNT-TACC3 inh 0, SIRT5 block -18, ERp5 inh -1, Cneo AK release -8, Statin myotox sup -3 and esBAF inh 3.
For Nc1ccc2nc(SCC(=O)N3CCN(c4ccccc4)CC3)sc2c1 the results were ARNT-TACC3 inh 3, SIRT5 block -1 and ERp5 inh -3.
`Brc1ccc(OCc2ccccc2)c(CNCc2ccncc2)c1` gave ARNT-TACC3 inh 6, miR122 inh 29, Cneo AK release -2, Statin myotox sup -24 and esBAF inh 4.
O=C(NC1CCCCC1)c1ccc(S(=O)(=O)c2ccccc2)cc1 was read as SIRT5 block 40*, ERp5 inh 4 and miR122 inh -4.
`CN(C)C(=O)c1cccc(-c2ccc3c(c2)[C@@H]2[C@@H](CCN2S(=O)(=O)c2cn(C)cn2)[C@@H](CO)N3)c1` gave ARNT-TACC3 inh -1, SIRT5 block -1, ERp5 inh 3, miR122 inh -11[16.7 µM], Cneo AK release 0, Statin myotox sup -16 and esBAF inh 0.
O=C(NC1CCSc2ccccc21)c1cccc(OC(F)F)c1 (stereo unspecified) was read as ARNT-TACC3 inh -12, SIRT5 block -28, ERp5 inh -1, miR122 inh 2, Cneo AK release -3, Statin myotox sup 67* and esBAF inh 5.
For COc1ccc(-c2ccc([C@H]3[C@@H](C#N)N(C(=O)NC4CCCCC4)[C@@H]3CO)cc2)cc1 the results were ARNT-TACC3 inh -1, SIRT5 block 0, ERp5 inh 1, Cneo AK release -8, Statin myotox sup inconclusive and esBAF inh 32.
For O=C(Nc1cccc(Cl)c1)c1cc(-c2ccco2)on1 the results were ARNT-TACC3 inh 16, SIRT5 block 2, ERp5 inh -3, miR122 inh 9, Cneo AK release 0, Statin myotox sup 2 and esBAF inh 1.
CCCCN(C=O)c1c(CC)nc2ccc(C(=O)NCc3cccs3)cn12 was read as ERp5 inh 1, miR122 inh 7, Cneo AK release -3, Statin myotox sup 25 and esBAF inh 4.
`CC1=NNC(=O)C1CC(=O)N/N=C(\C)c1cccs1` (stereo unspecified) gave ARNT-TACC3 inh 11, SIRT5 block -1 and ERp5 inh -1.
CCCNCC1C(Oc2ccc(Cl)cc2)C(=O)N1c1ccccc1C (stereo unspecified) was read as ARNT-TACC3 inh 2, SIRT5 block -4, ERp5 inh 10, miR122 inh 0 and Cneo AK release 0.
For COC(C(=O)C(O)C(C)O)C1Cc2cc3cc(OC4CC(OC5CC(O)C(O)C(C)O5)C(O)C(C)O4)c(C)c(O)c3c(O)c2C(=O)C1OC1CC(OC2CC(OC3CC(O)C(OC)C(C)O3)C(O)C(C)O2)C(O)C(C)O1 (stereo unspecified) the results were ARNT-TACC3 inh 29, SIRT5 block 2, ERp5 inh -8 and miR122 inh -8.
Screening Cc1noc(C)c1NC(=O)Nc1ccc2c(c1)CC(=O)N([C@H](C)CO)C[C@H](C)[C@H](CN(C)S(=O)(=O)c1ccc(F)cc1)O2 returned ARNT-TACC3 inh -13, SIRT5 block -8, ERp5 inh 0, miR122 inh 0[16.7 µM], Cneo AK release 0, Statin myotox sup -3 and esBAF inh -4.
`NCCN1C(=O)S/C(=C\c2ccc3c(c2)OCO3)C1=O` gave ARNT-TACC3 inh 7, SIRT5 block 2 and ERp5 inh 9.
Screening O=S(=O)(c1cccc(S(=O)(=O)N2CCOCC2)c1)N1CCCCCC1 returned ARNT-TACC3 inh -5, SIRT5 block -3, ERp5 inh 0, Cneo AK release 0, Statin myotox sup -2 and esBAF inh -4.
`COc1cccc(S(=O)(=O)N(C)C[C@H]2OCc3ccccc3-c3c(n(C)c4ccccc34)C(=O)N([C@H](C)CO)C[C@@H]2C)c1` gave ARNT-TACC3 inh 22, SIRT5 block 12, ERp5 inh -9, Cneo AK release 2 and esBAF inh 7.
Cc1[nH]c2ccccc2c1C(=O)CSc1ncn[nH]1 was read as ARNT-TACC3 inh 8, miR122 inh 3, Cneo AK release 1, Statin myotox sup 11 and esBAF inh 0.
CN(C)C(=O)c1snnc1-c1ccccc1 was read as ARNT-TACC3 inh -1, miR122 inh 1, Cneo AK release 1, Statin myotox sup 0 and esBAF inh -1.
For O=C(Nc1ccc2c(c1)OCCO2)C(=S)NCc1ccccc1 the results were ARNT-TACC3 inh -4, SIRT5 block -4 and ERp5 inh 1.
CCC(=O)N(C)C[C@H]1Oc2ncc(C#CC(C)(C)O)cc2C(=O)N([C@H](C)CO)C[C@H]1C was read as ARNT-TACC3 inh -9, SIRT5 block -1, ERp5 inh 1, miR122 inh 10[16.7 µM], Cneo AK release 6, Statin myotox sup 0 and esBAF inh -6.
Screening C=CCn1c(SCc2nc3sc4c(c3c(=O)[nH]2)CCCC4)nc2ccccc2c1=O returned ARNT-TACC3 inh -7, miR122 inh -4 and Cneo AK release 2.
For Cc1cc(=O)[nH]c(SCC(=O)c2ccc(O)c(O)c2)n1 the results were ARNT-TACC3 inh 0, SIRT5 block 3, ERp5 inh 4, Cneo AK release -2, Statin myotox sup -5 and esBAF inh 7.
`CCc1cc(-c2cnnn2Cc2ccccc2)ccc1-c1cn(CC(C)C)nn1` gave SIRT5 block -3, ERp5 inh -4, miR122 inh -6, Cneo AK release -1, Statin myotox sup -9 and esBAF inh 11.
For COc1ccc(NC(=O)CCNC(=O)c2ccco2)cc1S(=O)(=O)N(C)C the results were ARNT-TACC3 inh -8, SIRT5 block -1, ERp5 inh -2, miR122 inh -2, Cneo AK release 1, Statin myotox sup -1 and esBAF inh -4.
Screening COc1ccc(S(=O)(=O)N2CCN(C(=O)N3CCOCC3)C2C)cc1 (stereo unspecified) returned ARNT-TACC3 inh 8, SIRT5 block -3, ERp5 inh 2, miR122 inh 73, Cneo AK release 9, Statin myotox sup 13 and esBAF inh -6.
CN(C(=O)COC(=O)c1ccc(=O)n(Cc2ccccc2)n1)C1CCCCC1 was read as ARNT-TACC3 inh -1, SIRT5 block -1, ERp5 inh -8, miR122 inh -5, Cneo AK release -1, Statin myotox sup 36 and esBAF inh 2.
For C=C1CN(CC(=O)OC)S(=O)(=O)c2ccccc21 the results were ARNT-TACC3 inh -3, SIRT5 block -2, ERp5 inh -2, miR122 inh -2, Cneo AK release 0, Statin myotox sup -1 and esBAF inh 8.
`Cc1cccc(NC(=O)Nc2ccc(Cl)c(Cl)c2)n1` gave ARNT-TACC3 inh -1, SIRT5 block -2, ERp5 inh 5, miR122 inh 0, Cneo AK release 0, Statin myotox sup -10 and esBAF inh 1.
Screening CC1CC(C)CN(CCCNC(=O)CN2C(=O)c3cccnc3Oc3ccc(Cl)cc32)C1 (stereo unspecified) returned ARNT-TACC3 inh 5, SIRT5 block 0, ERp5 inh -8, miR122 inh -2, Cneo AK release 0, Statin myotox sup 1 and esBAF inh 2.
Screening O=C(C[C@@H]1CC[C@@H]2[C@H](COC[C@H](O)CN2S(=O)(=O)c2ccc(Oc3ccccc3)cc2)O1)NCCN1CCCCC1 returned ARNT-TACC3 inh 12, SIRT5 block -4, ERp5 inh 6, miR122 inh -13[16.7 µM], Cneo AK release -1, Statin myotox sup -24 and esBAF inh -3.
`Cc1ccccc1-c1noc(-c2ccc(O)cc2)n1` gave ARNT-TACC3 inh 0, SIRT5 block -1, ERp5 inh -1, miR122 inh 7, Cneo AK release -5, Statin myotox sup -47 and esBAF inh 38.
`COc1ccc(-n2cnc3cc(NS(=O)(=O)c4ccccc4)ccc32)cc1` gave ARNT-TACC3 inh -16, SIRT5 block -1, ERp5 inh 6, Cneo AK release 5, Statin myotox sup 12 and esBAF inh inconclusive.
`O=C(Nc1ccc(F)cc1)N1CCn2c(nc3ccccc32)C1` gave ARNT-TACC3 inh 8, SIRT5 block 0, ERp5 inh -3, miR122 inh 1, Cneo AK release 0, Statin myotox sup 7 and esBAF inh 0.

Sorted by length of the SMILES (low to high): five of the compounds above
For C=C1CN(CC(=O)OC)S(=O)(=O)c2ccccc21 the results were ARNT-TACC3 inh -3, SIRT5 block -2, ERp5 inh -2, miR122 inh -2, Cneo AK release 0, Statin myotox sup -1 and esBAF inh 8.
For O=C(Nc1ccc2c(c1)OCCO2)C(=S)NCc1ccccc1 the results were ARNT-TACC3 inh -4, SIRT5 block -4 and ERp5 inh 1.
Screening O=C(C[C@@H]1CC[C@@H]2[C@H](COC[C@H](O)CN2S(=O)(=O)c2ccc(Oc3ccccc3)cc2)O1)NCCN1CCCCC1 returned ARNT-TACC3 inh 12, SIRT5 block -4, ERp5 inh 6, miR122 inh -13[16.7 µM], Cneo AK release -1, Statin myotox sup -24 and esBAF inh -3.
`COc1cccc(S(=O)(=O)N(C)C[C@H]2OCc3ccccc3-c3c(n(C)c4ccccc34)C(=O)N([C@H](C)CO)C[C@@H]2C)c1` gave ARNT-TACC3 inh 22, SIRT5 block 12, ERp5 inh -9, Cneo AK release 2 and esBAF inh 7.
For COC(C(=O)C(O)C(C)O)C1Cc2cc3cc(OC4CC(OC5CC(O)C(O)C(C)O5)C(O)C(C)O4)c(C)c(O)c3c(O)c2C(=O)C1OC1CC(OC2CC(OC3CC(O)C(OC)C(C)O3)C(O)C(C)O2)C(O)C(C)O1 (stereo unspecified) the results were ARNT-TACC3 inh 29, SIRT5 block 2, ERp5 inh -8 and miR122 inh -8.

Compound activity from PubChem BioAssay.
